LAP4-GFP MLPCN = modulators of LAP4-GFP expression in yeast, primary screen, S. cerevisiae, multiplex flow cytometry, MLPCN library | 3 h; median GFP as percent of DMSO wells | GFP response vs DMSO, % at 10 µM | 320,000 compounds, 0.34% hits | AID 2023, 2009;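 active means GFP response vs DMSO above a set limit, about the screen mean plus 3 SD, cut at about 150% in these data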
procasp3 activ = activators of human procaspase-3 D3A mutant, primary screen, biochemical, absorbance, PC-3 D3A mutant, single concentration; activation, % at 8.5 µM; 330,000 compounds, 0.11% hits; recombinant procaspase-3 D3A, Ac-DEVD-pNA absorbance 405 nm; Caspase-3 (Homo sapiens), P42574;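 active means activation above the mean of all tested compounds plus 3 SD, cut at about 21% in these data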;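 further: 0% = DMSO alone and 100% = DMSO wells spiked with extra 5 µM PC-3 D3A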
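Assay system: Procaspase-3 D3A mutant, all three cleavage aspartates alanine. Buffer or medium: Zinc-free HEPES saline buffer with Triton X-100. Times: 1 h compound preincubation, 2 h substrate hydrolysis at 25 °C. Measured by: 405 nm absorbance of p-nitroaniline, reads at 0 and 120 min. Read-out basis: percent activation relative to control range. Replicates: singlicate.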
AHR activator = AHR activators, primary screen, cell-based, luminescence, luciferase reporter, human; AID 2796, 2010; Aryl hydrocarbon receptor (Homo sapiens), P35869; AHR-responsive luciferase reporter cells; activation, % at 5 µM; 320,000 compounds, 2.5% hits; in the data active means activation above about 47%;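 further: 0% = vehicle wells and 100% = reference agonist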
Target sequence (P35869 whole entry, looked up): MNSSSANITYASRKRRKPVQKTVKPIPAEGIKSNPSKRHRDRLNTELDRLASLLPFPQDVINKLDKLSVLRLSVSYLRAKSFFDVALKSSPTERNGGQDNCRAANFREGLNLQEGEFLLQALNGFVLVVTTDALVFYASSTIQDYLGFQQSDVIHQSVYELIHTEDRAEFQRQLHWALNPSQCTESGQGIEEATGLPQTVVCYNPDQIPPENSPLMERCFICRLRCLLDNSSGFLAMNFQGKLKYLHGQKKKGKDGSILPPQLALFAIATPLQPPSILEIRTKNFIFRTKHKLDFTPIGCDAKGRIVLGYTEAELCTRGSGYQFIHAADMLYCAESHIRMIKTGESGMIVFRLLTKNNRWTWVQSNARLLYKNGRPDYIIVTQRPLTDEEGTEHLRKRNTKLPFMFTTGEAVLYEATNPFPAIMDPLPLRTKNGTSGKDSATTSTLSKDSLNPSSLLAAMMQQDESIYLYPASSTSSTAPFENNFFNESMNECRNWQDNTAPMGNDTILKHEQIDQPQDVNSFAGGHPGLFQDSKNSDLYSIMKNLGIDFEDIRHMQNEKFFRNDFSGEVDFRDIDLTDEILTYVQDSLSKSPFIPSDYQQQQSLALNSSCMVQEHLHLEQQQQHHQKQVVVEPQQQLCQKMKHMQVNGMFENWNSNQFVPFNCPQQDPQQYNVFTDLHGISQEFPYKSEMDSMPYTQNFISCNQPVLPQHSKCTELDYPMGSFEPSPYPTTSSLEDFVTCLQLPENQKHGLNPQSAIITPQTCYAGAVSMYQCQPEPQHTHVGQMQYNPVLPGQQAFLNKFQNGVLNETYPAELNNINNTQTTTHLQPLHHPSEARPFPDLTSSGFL
MEP2-GFP yeast = modulators of MEP2-GFP levels in yeast, primary screen, S. cerevisiae, multiplex flow cytometry, MLPCN library; S. cerevisiae MEP2-GFP strain, 3 h; 100% = DMSO control level; GFP response vs DMSO, % at 10 µM; 330,000 compounds, 0.51% hits; AID 2016, 2009;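 active means GFP response versus DMSO above a set limit, roughly screen mean plus 3 SD, cut at about 180% in these data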;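 further: median GFP fluorescence of the barcode-gated MEP2-GFP cells per well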
procasp7 counter = procaspase-7 activators, primary screen, counter-screen for procaspase-3 activator project, biochemical, absorbance, HTS, human; recombinant procaspase-7, Ac-DEVD-pNA absorbance 405 nm; D23A/D198A/D206A triple mutant, cannot self-cleave; scale: DMSO 0, 5 µM enzyme 100; activation, % at 8.5 µM; 330,000 compounds, 0.093% hits; AID 463210, 2010;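 active means percent activation above the screen-wide mean plus 3 SD, cut at about 25% in these data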
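System: Uncleavable procaspase-7 mutant enzyme; Amount: 2 µM procaspase-7 mutant as dispensed; Schedule: 1 h compound preincubation, 2 h substrate cleavage, 25 °C; Measured by: 405 nm absorbance of p-nitroaniline; Evaluation: percent activation from buffer-corrected 0–120 min absorbance change; Control set: low DMSO alone, high DMSO plus 5 µM PC-7.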
RPL19A TOR yeast = RPL19A-GFP expression modulators in yeast, primary screen, cell-based, S. cerevisiae, multiplex flow cytometry, MLPCN; percent response vs DMSO, % at 10 µM; S. cerevisiae RPL19A-GFP strain, 3 h; active compounds read low; 330,000 compounds, 0.3% hits;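 active means percent response vs DMSO below 50%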;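 further: median channel GFP fluorescence of the barcoded RPL19A-GFP strain; ratio of sample median GFP to plate DMSO average so 100% = DMSO; lower means less RPL19A-GFP as with rapamycin TOR inhibition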
AGP1 TOR yeast = modulators of AGP1-GFP expression in yeast TOR pathway, primary screen, cell-based, multiplex flow cytometry, S. cerevisiae, MLPCN library | AID 2066, 2009 | 320,000 compounds, 0.02% hits | GFP response vs DMSO, % at 10 µM | 3 h; GFP as percent of DMSO wells;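 active means GFP response relative to DMSO above a set limit, near screen average plus 3 SD, cut at about 150% in these data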;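 further: median GFP channel fluorescence of the gated AGP1 strain per well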
CIT2 TOR yeast = modulators of CIT2-GFP expression in yeast, primary screen, S. cerevisiae, GFP fusion, multiplex flow cytometry, MLPCN library | S. cerevisiae CIT2-GFP strain, 3 h; 100 means same as DMSO wells | 320,000 compounds, 0.065% hits | GFP response vs DMSO, % at 10 µM;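 active means GFP response relative to DMSO above a set limit, near the screen mean plus 3 SD, cut at about 150% in these data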;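 further: ratio of well median GFP fluorescence to mean of DMSO wells on the plate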
* marks the source's active call; other numbers are inactive results; nt = no result given.

SMILES | LAP4-GFP MLPCN | procasp3 activ | AHR activator | MEP2-GFP yeast | procasp7 counter | RPL19A TOR yeast | AGP1 TOR yeast | CIT2 TOR yeast
Cc1cc(NC(=O)CSc2ncccn2)no1 | 100 | 2 | -1 | 107 | 0 | 99 | 95 | 93
COC(=O)c1ccc(Cn2nc(-c3cc(C)ccc3C)ccc2=O)cc1 | 115 | nt | nt | 110 | nt | 104 | 97 | 94
Cc1ccc(CNC(=O)c2ccccc2CCc2ccccc2)cc1 | 107 | 5 | 0 | 97 | 0 | 97 | 90 | 89
COc1cccc(CCNc2ccc(N3C(=O)CC(C)C3=O)cc2[N+](=O)[O-])c1 (configuration not stated) | 103 | -8 | 1 | 103 | 0 | 101 | 103 | 91
CCNC(=O)NC(=O)C(C)Sc1ncc(C(F)(F)F)cc1Cl (configuration not stated) | 94 | 0 | 1 | 98 | -2 | 94 | 96 | nt
CCCCn1c(SCc2ccc(C(=O)OC)o2)nc2cc(S(N)(=O)=O)ccc21 | 92 | 4 | -1 | 99 | -11 | 97 | 101 | 96
CCN(CC)C(=O)c1cc2c(=O)c3cc(Cl)ccc3oc2nc1C | 97 | 3 | -1 | 99 | -6 | 96 | 101 | 97
CSc1cccc(NC(=O)CSc2ccc(Cl)cc2)c1 | 103 | 1 | -2 | 93 | 11 | 102 | 95 | 85
COc1ccc(CC(=O)c2ccc(OC)c(OC)c2)cc1 | 98 | -5 | -3 | 96 | 2 | 102 | 92 | 93
Cc1ccc(-c2nc(CS(=O)(=O)CC(=O)NCCN3CCOCC3)c(C)o2)cc1 | 103 | 5 | 2 | 113 | 0 | 102 | 99 | 95
CNc1nc(N)c([N+](=O)[O-])c(N2CCCCCC2)n1 | 95 | 13 | 2 | 99 | -2 | 97 | 97 | 97
Cc1cc(S(=O)(=O)NCc2cccnc2)ccc1-n1cnnn1 | 92 | -9 | 1 | 99 | -3 | 98 | 104 | 102
CC1CCCCN1CCNC(=O)C1CC(=O)N(c2ccc(F)c(Cl)c2)C1 (configuration not stated) | 120 | 0 | -1 | 141 | 5 | 101 | 105 | 113
CN(CCOc1ccccc1)C(=O)C1CCC(=O)N(CCCN2CCCC2=O)C1 (configuration not stated) | 103 | 6 | 1 | 98 | -6 | 96 | 100 | 97
CC(C)[C@H](NC(=O)OC(C)(C)C)C(=O)N/N=C/c1cccc2nccnc12 | 100 | -1 | 7 | 101 | -4 | 96 | 102 | 106
O=C(c1cnn2c(C(F)(F)F)cc(-c3cccs3)nc12)N1CCN(Cc2ccccc2)CC1 | 105 | 3 | -3 | 104 | 3 | 93 | 100 | 116
Cc1cc(-c2ccccc2)n2ncc(C#N)c2n1 | 101 | 5 | 13 | 111 | 5 | 101 | 111 | 105
CC(C)(Oc1ccc(Cl)cc1)C(=O)OCC(=O)Nc1ncc(Cl)cc1Cl | 90 | 4 | 2 | 101 | 14 | 101 | 104 | 113
NC(=O)C1CCN(C(=O)c2ccc3nc(-c4ccccc4)c(-c4ccccc4)nc3c2)CC1 | 86 | 12 | 0 | 105 | 7 | 75 | 27 | 98
CCc1cc(=O)oc2cc(OCC(=O)NCCCN3CCCC3=O)c(Cl)cc12 | 95 | 0 | -1 | 89 | 8 | 96 | 97 | 95
C=CCn1c(O)c(N=Nc2ccccc2)c2ccccc21 | 97 | -10 | 38 | 101 | 8 | 99 | 98 | 98
O=C(O)c1cccc(NC(=S)NC(=O)c2cccc(OCc3ccccc3)c2)c1 | 116 | -9 | 0 | 100 | 1 | 94 | 94 | 89
O=C(N/N=C1\CCc2ccccc21)c1ccccc1O | 94 | 4 | 3 | 101 | -3 | 107 | 104 | 108
CN1CCN(CCCNC(=O)CCc2nnc3n(Cc4ccccc4Cl)c(=O)c4ccccc4n23)CC1 | 92 | 1 | -1 | 106 | 5 | 103 | 95 | 98
COCCNC(=O)c1cccc2c1-c1ccccc1C2=O | 107 | 10 | -1 | 108 | 2 | 101 | 107 | 100
O=C(OCc1ccc2c(c1)OCO2)c1ccc(S(=O)(=O)N2CCCC2)cc1 | 82 | 6 | 0 | 98 | 9 | 96 | 94 | 103
O=C(NCc1cccnc1)C1c2ccccc2C(=O)N1C1CCCCCCC1 (configuration not stated) | 92 | -3 | -3 | 94 | 2 | nt | 97 | 98
Nc1nnc(CC(=O)N/N=C\c2ccc(-c3cccc(Cl)c3)o2)s1 | 111 | 12 | -6 | 100 | 4 | 99 | 104 | 101
COc1ccc(NC2=NCC(=O)N2c2ccccc2)c(OC)c1 | 106 | 5 | 1 | 104 | 12 | 98 | 107 | 100
CC(NC(=O)COC(=O)CCc1ccccc1)c1ccccc1 (configuration not stated) | 104 | -1 | 1 | 106 | -8 | 103 | 101 | 91
COC(=O)C1(C)CCC(C(=O)Nc2ccccc2)C1(C)C (configuration not stated) | 113 | 10 | 1 | 102 | 5 | 107 | 113 | 105
Cc1ccc(CNC(=O)c2ccc(Br)o2)cc1 | 101 | 0 | 1 | 103 | -4 | 92 | 94 | 91
CC(C)CN(CC(C)C)C(=O)CS(=O)(=O)Cc1ccccc1 | 93 | 1 | -1 | 100 | -2 | 94 | 98 | 92
CSCCC1NC(=O)N(CC(=O)Nc2cccc3ccccc23)C1=O (configuration not stated) | 92 | 0 | 4 | 102 | 3 | 100 | 102 | 99
Cn1c(SCC(=O)NCC2CCCO2)nnc1-c1cccc(NC(=O)c2ccccc2F)c1 (configuration not stated) | 94 | 2 | 0 | 101 | 5 | 104 | 103 | 104
COc1cccc(NC(=O)Cn2c3ccc(OC)cc3c3nc4n(c(=O)c32)CCS4)c1 | 104 | -5 | 4 | 103 | 12 | 103 | 99 | 101
COc1ccc(OC)c(NC(=O)COC(=O)CSc2ccc(Cl)cc2)c1 | 95 | 0 | 2 | 101 | -2 | 105 | 108 | 117
CC(C)CC(=O)Nc1c(C(=O)N2CCN(Cc3ccccc3)CC2)oc2ccccc12 | 102 | -2 | 2 | 113 | -2 | 106 | 109 | 113
COCCN(CCOC)c1ncnc2c1cnn2-c1ccccc1 | 97 | 4 | 6 | 102 | 7 | 94 | 97 | 98
CC/C(=N\Nc1ccnc2cc(Cl)ccc12)c1ccc(O)cc1 | 97 | -6 | 34 | 107 | -22 | 107 | 102 | 113
CCc1ccc2c(CN3CCC(C(=O)OC)CC3)cc(=O)oc2c1 | 89 | -5 | 1 | 90 | -4 | 100 | 99 | 98
O=C(CSc1nncs1)Nc1nccs1 | 103 | -4 | 2 | 104 | 5 | 101 | 105 | 98
CCN1CCN(Cc2ccc(NC(=O)Nc3ccc(OC)cc3)cc2)CC1 | 102 | 8 | 2 | 111 | 6 | 104 | 107 | 109
Cc1nc(-c2cccc(NC(=O)C(C)Oc3ccccc3)c2)cs1 (configuration not stated) | 72 | nt | nt | 95 | nt | 102 | 80 | 102
COC(=O)c1cn[nH]c1NC(=S)Nc1ccc(C)cc1Cl | 110 | 0 | 2 | 115 | -11 | 103 | 104 | 107
CCOC(=O)C1CCN(C(c2cccnc2)c2c(NC(=O)c3ccco3)sc(C)c2C)CC1 (configuration not stated) | 101 | -3 | -2 | 103 | -6 | 102 | 95 | 95
COc1ccc(-c2noc3c2-c2nc(C(C)C)sc2CC3)cc1 | 113 | -4 | 27 | 92 | -6 | 106 | 92 | 98
CCCN1CCC(NC(=O)Nc2cc(Cl)ccc2OC)CC1 | 104 | -4 | 4 | 101 | 8 | 101 | 95 | 78
CC(C)C[C@H](NC(=O)Nc1ccccc1F)C(=O)O | 112 | 1 | 1 | 110 | -10 | 112 | 117 | 114
O=C(N[C@@H]1C/C=C\C[C@@H](CC(=O)N(CCO)Cc2ccccc2)C(=O)N[C@H](Cc2ccccc2)COC1=O)OCC1c2ccccc2-c2ccccc21 | 102 | 5 | -1 | 105 | 12 | 109 | 123 | 114
COc1cc(/C=C2/SC(=S)N(CC(=O)O)C2=O)ccc1OCC(=O)Nc1ccc(C)c(C)c1 | 67 | -5 | 1 | 94 | -5 | 113 | 94 | 87
O=C(CNc1cccc2ccccc12)N/N=C/c1cccc(Oc2ccccc2)c1 | 96 | -6 | 11 | 99 | -10 | 104 | 99 | 101
CC(=O)Nc1ccc(S(=O)(=O)N2CCNC(=O)CC2)cc1 | 99 | -7 | 8 | 97 | -1 | 100 | 104 | 103
CCN(CC)CCOc1cccc(C(C)C)c1 | 100 | -51 | 0 | 102 | 5 | 99 | 105 | 100
O=C(/C=C/c1ccccn1)c1ccc(Br)cc1O | 155* | -2 | 3 | 84 | 8 | 87 | 88 | 81
COc1ccc(-c2nnc(SCC(=O)Nc3sc4c(c3C#N)CCCC4)n2-c2ccccc2)cc1 | 95 | 0 | 2 | 99 | 7 | 99 | 97 | 96
Cc1occc1-c1nnc(SCC(=O)N(C)c2ccccc2)n1C | 98 | 8 | 0 | 97 | 5 | 96 | 100 | 88
CCOC(=O)N1CCN(Cc2nc(N)nc(Nc3ccc(C)cc3C)n2)CC1 | 102 | -2 | -1 | 99 | 9 | 101 | 104 | 104
CCOC(=O)Cc1cc(=O)[nH]c(Nc2nc3ccccc3o2)n1 | 94 | -3 | 34 | 98 | -3 | 99 | 102 | 103
Clc1ccc(C2CC(c3ccccc3)Nc3ncnn32)cc1 (configuration not stated) | 98 | 14 | -1 | 106 | -5 | 98 | 100 | 103
O=C(O)COc1ccccc1/C=N/NC(=O)c1ccc2c(c1)OCCO2 | 99 | 1 | 4 | 103 | 0 | 101 | 108 | 105

Filtered by structure: the entries above with a furan ring, fused or not
SMILES | LAP4-GFP MLPCN | procasp3 activ | AHR activator | MEP2-GFP yeast | procasp7 counter | RPL19A TOR yeast | AGP1 TOR yeast | CIT2 TOR yeast
CCCCn1c(SCc2ccc(C(=O)OC)o2)nc2cc(S(N)(=O)=O)ccc21 | 92 | 4 | -1 | 99 | -11 | 97 | 101 | 96
Nc1nnc(CC(=O)N/N=C\c2ccc(-c3cccc(Cl)c3)o2)s1 | 111 | 12 | -6 | 100 | 4 | 99 | 104 | 101
Cc1ccc(CNC(=O)c2ccc(Br)o2)cc1 | 101 | 0 | 1 | 103 | -4 | 92 | 94 | 91
CC(C)CC(=O)Nc1c(C(=O)N2CCN(Cc3ccccc3)CC2)oc2ccccc12 | 102 | -2 | 2 | 113 | -2 | 106 | 109 | 113
CCOC(=O)C1CCN(C(c2cccnc2)c2c(NC(=O)c3ccco3)sc(C)c2C)CC1 (configuration not stated) | 101 | -3 | -2 | 103 | -6 | 102 | 95 | 95
Cc1occc1-c1nnc(SCC(=O)N(C)c2ccccc2)n1C | 98 | 8 | 0 | 97 | 5 | 96 | 100 | 88
